# FUS suppressor: FUS proteinopathy suppression in yeast; S. cerevisiae FUS-expressing, growth rescue, OD600, 24 h; Potency, µM (titrated, usually from 76.6 µM), inactives show at the top dose growth rescue (activation), usual class: activators; actives 0.24% (n = 390,000);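 also: potency is read from the fitted curve at half-maximal effect; plate controls were DMSO vehicle for no effect and reference control for full effect; nearly all actives have a fitted effect of over 55% in size; some results filed as inactive show a strong effect at the top dose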
#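 Read-out: OD at 600 nm after 24hr at 30C, reporting rescue of FUS-induced yeast toxicity. Cells at OD 0.005 in galactose (2%) minimal medium; compounds tested in a dilution series; CP55940 titration from 92uM final as control.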
# Akt phos inh: inhibitors of Akt phosphorylation; actives 0.32% (n = 360,000); Neuro2A IGF-stimulated pAkt S473 HTRF, 20 min; active compounds read low; AID 651550; activity change, % for hits at 50 µM; in the data active = activity change below about -80%; inconclusive = mostly about -51% to -80%; also: % is scaled to controls: 0 for no effect and ±100 for the full control effect
#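 Neuro2A cells in DMEM with 0.5% FBS, overnight at 37 deg C, given compound at single 50 µM final, then IGF (6 nM final) for 20 min at 37 deg C. Lysed; phospho-Akt Ser473 by HTRF after 24 h, 665/615 ratio.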
# Abeta rescue: A-beta toxicity reversal in yeast; yeast expressing A-beta42, growth rescue, OD600, 48 h; response scale: 0% DMSO, 100% iron-clioquinol control; Potency, µM (doses to about 46.1 µM), inactives show at the highest dose growth rescue, hits mostly activators; actives 0.063% (n = 410,000); AID 1347071; also: potency is read from the fitted curve at half-maximal effect; nearly all actives have a fitted effect of over 55% in size
#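 Yeast A-beta toxicity model in growth medium with pinned compounds, 48 h at 30 C; growth read as absorbance at 600 nm. Normalized to FeCl3/clioquinol equimolar mix (positive) and DMSO (negative).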
# TDP43 rescue: TDP-43 toxicity inhibition in yeast | Potency, µM (titrated, usually from 46.1 µM), for the others: at the top dose growth rescue (activation), most hits filed as activators | AID 652104 | actives 1.8% (n = 410,000) | TDP-43 expressing yeast growth rescue, BacTiter-Glo, 24 h; also: potency is read from the fitted curve at half-maximal effect; % of control where 0% means no effect; nearly all actives have a fitted effect of over 50% in size
#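 Yeast expressing TDP-43 (pregrown in raffinose, seeded at OD600=0.02 in galactose medium) exposed to compounds 24 hr at 30 deg C. Growth read by BacTiter-Glo luminescence; rescue of toxicity appears as increased signal.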
# aSyn rescue: rescues yeast growth from alpha-synuclein toxicity; actives 0.14% (n = 370,000); Potency, µM (series often up to 46.1 µM), for inactives: at the top dose growth rescue (activation), most hits filed as activators; Yeast expressing alpha-synuclein, growth rescue, BacTiter-Glo, 24 h; also: potency is read from the fitted curve at half-maximal effect; % of control where 0% means no effect; nearly all actives have a fitted effect of over 65% in size
#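 Screening used galactose-induced yeast with toxic alpha-synuclein levels, exposed to compound for 24 hr at 30 deg C. Cell growth, read with BacTiter-Glo luminescence, gave the measured signal.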
# HEK293 tox: cytotoxicity counter-screen for GLP-1 receptor inverse agonists | Potency, µM (titrated, usually from 38.3 µM), for inactives: at the highest dose activity change, negative = inhibition, usual class: inhibitors | actives 0.13% (n = 410,000) | HEK293 cAMP-luciferase reporter cells, luminescence, 24 h;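 also: loss of luciferase light is scored as toxicity; potency is read from the fitted curve at half-maximal effect; % is scaled to controls: 0 for no effect and ±100 for the full control effect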
#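 A 23 nL compound transfer followed 12 hours of cell culture at 37 deg C; exposure then lasted 24 hr. Luciferase assay detection reagent was dispensed and plates read for luminescence after a 12 min room-temperature wait.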
# PTHR1 ag: activates the human parathyroid hormone receptor PTHR1 | Q03431 | HEK293 GP2 PTHR1 cells, GloSensor cAMP luminescence, 1 h | Potency, µM (highest dose often 115 µM), without a hit: top-dose activation, hits mostly activators | actives 0.075% (n = 410,000) | AID 743266; also: potency is read from the fitted curve at half-maximal effect; nearly all actives have a fitted effect of over 55% in size; some results filed as inactive show a strong effect at the top dose; inactives centre near -15; many of its hits are not listed in these tables
# Target sequence (Q03431 whole entry, looked up): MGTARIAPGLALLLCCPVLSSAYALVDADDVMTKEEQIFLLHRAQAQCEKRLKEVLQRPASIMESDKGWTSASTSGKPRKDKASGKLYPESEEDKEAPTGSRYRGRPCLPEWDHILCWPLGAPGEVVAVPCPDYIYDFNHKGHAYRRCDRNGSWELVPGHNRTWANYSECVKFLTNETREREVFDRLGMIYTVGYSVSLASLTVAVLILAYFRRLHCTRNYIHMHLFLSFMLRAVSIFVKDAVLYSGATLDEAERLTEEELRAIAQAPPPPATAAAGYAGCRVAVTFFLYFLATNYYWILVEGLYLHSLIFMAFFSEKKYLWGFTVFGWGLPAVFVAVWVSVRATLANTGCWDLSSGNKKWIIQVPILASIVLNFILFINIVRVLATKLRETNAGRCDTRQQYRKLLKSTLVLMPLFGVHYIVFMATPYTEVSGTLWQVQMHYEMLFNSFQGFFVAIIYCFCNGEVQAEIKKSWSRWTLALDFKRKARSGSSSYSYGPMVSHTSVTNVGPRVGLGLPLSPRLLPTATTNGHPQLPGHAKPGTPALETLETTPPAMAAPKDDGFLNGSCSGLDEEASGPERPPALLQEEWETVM
#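 HEK-293-derived GP2 cells expressing PTHR1 and a GloSensor cAMP reporter, 3,000/well, plated overnight, given luciferin plus IBMX (each 0.5 mM as added) for 1 h at 37 °C, then compound for 1 h at 37 °C. Luminescence was read after 15 min at room temperature.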
# GLP-1R inv ag: acts as inverse agonist at human GLP-1 receptor; P43220; HEK293 GLP-1R CRE-luciferase, luminescence, 24 h; GLP-1R form is constitutively active; Potency, µM (top dose mostly 38.3 µM), without a hit: at the top dose activity change, negative = inhibition, usual class: inhibitors; actives 1.6% (n = 410,000); AID 624417; also: potency is read from the fitted curve at half-maximal effect; % is scaled to controls: 0 for no effect and ±100 for the full control effect; nearly all actives have a fitted effect of over 55% in size
# Target sequence (P43220 whole entry, looked up): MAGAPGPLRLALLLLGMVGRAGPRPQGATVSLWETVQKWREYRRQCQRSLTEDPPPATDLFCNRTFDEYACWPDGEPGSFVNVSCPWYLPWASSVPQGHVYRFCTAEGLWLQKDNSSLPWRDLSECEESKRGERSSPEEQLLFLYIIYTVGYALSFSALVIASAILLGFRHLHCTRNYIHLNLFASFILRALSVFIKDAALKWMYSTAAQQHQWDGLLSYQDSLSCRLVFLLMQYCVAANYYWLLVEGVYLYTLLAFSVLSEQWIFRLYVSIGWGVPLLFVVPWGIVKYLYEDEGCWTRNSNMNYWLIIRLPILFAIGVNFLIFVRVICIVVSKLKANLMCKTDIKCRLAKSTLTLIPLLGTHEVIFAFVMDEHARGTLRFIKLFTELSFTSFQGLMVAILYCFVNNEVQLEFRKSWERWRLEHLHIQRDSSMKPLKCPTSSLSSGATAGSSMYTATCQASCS
#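 Seeding at 200 cells/uL, 12 h culture, 24 hr compound treatment, then luciferase reagent and a luminescence read; cells are HEK293 stably expressing a constitutively active GLP-1R plus cAMP-responsive luciferase.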
# MmCpn inh: blocks the Methanococcus maripaludis chaperonin Mm-Cpn; purified Mm-Cpn ATPase, ADP Transcreener TR-FRET; Potency, µM (titrated, usually from 76.9 µM), for inactives: top-dose activity, negative = inhibition, hits mostly inhibitors; actives 0.031% (n = 330,000); also: potency is read from the fitted curve at half-maximal effect; % is scaled to controls: 0 for no effect and ±100 for the full control effect; nearly all actives have a fitted effect of over 80% in size
#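 Purified archaeal chaperonin (25 nM final) was preincubated with compound for 10 min at 37°C, then ATP (10 uM final) was added for 30 min at 37°C in Tris pH 7.4/KCl/MgCl2/DTT buffer. ADP was quantified by HTRF Transcreener TR-FRET.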
# An asterisk follows results filed as active; i = inactive; u = inconclusive; x = no result given; & = joins results of further samples; [ ] = another dose, or the depositor's remark. Unless noted, calls follow the shape of the dose curve; as a rule, active = well fitted curve in the direction sought with a large enough effect; inconclusive = small, poorly fitted or top-dose-only effect, or another doubt; inactive = no such curve, though single readings can be large; an effect the other way counts as inactive or inconclusive. An excerpt; the hit share may differ from the screen's.
# Start of the listing, in advance, 2 compounds:
SMILES,FUS suppressor,Akt phos inh,Abeta rescue,TDP43 rescue,aSyn rescue,HEK293 tox,PTHR1 ag,GLP-1R inv ag,MmCpn inh
CN(C)CCN(C(=O)C1CCN(S(=O)(=O)c2cccs2)CC1)c1nc2c(F)cccc2s1,21%,i,-3%,-25%,8%,3%,-19%,u,-2%
COc1cc(-c2c(C#N)c(N)nc3[nH]c(=S)[nH]c(=O)c23)ccc1O,-29%,i,5%,-5%,1%,7%,i,5%,3%

# Main list (from the top)
SMILES,FUS suppressor,Akt phos inh,Abeta rescue,TDP43 rescue,aSyn rescue,HEK293 tox,PTHR1 ag,GLP-1R inv ag,MmCpn inh
CN(C)CCN(C(=O)C1CCN(S(=O)(=O)c2cccs2)CC1)c1nc2c(F)cccc2s1,21%,i,-3%,-25%,8%,3%,-19%,u,-2%
COc1cc(-c2c(C#N)c(N)nc3[nH]c(=S)[nH]c(=O)c23)ccc1O,-29%,i,5%,-5%,1%,7%,i,5%,3%
COCc1cc(C)nc(OCC(=O)N/N=C/c2ccc(OC)c(OC)c2)c1C#N,-2%,i,-6%,0%,-10%,u,i,175%[activator],1%
CCOc1ccc(S(=O)(=O)Nc2nc3ccccc3nc2-n2ccc(=NC(=O)c3ccccc3C)cc2)cc1,-11%,i,-5%,1%,-1%,-2%,i,u,u
Cc1ccc(S(=O)(=O)N(Cc2ccccc2)c2ccccc2C(=O)Nc2ccccc2C(=O)NCc2ccco2)cc1,u,i,3%,10%,-1%,15%,-48%[inhibitor],5µM*,-6%
CCOc1ccc(CCNS(=O)(=O)c2ccc3c(c2)N(C(C)=O)CCO3)cc1OCC,7%,x,-21%,5%,5%,-27%,i,21%,-3%
CSc1sc(C)cc1C=O,-9%,i,3%,2%,-9%,17%,i,29%,0%
O=C(NC(=S)Nc1ccccc1)c1csnn1,11%,i,4%,28%,-28%,13%,i,-1%,-10%
CCNC(=O)C12CCC(C)(c3nc4cc(C)c(C)cc4nc31)C2(C)C (stereo not given),21%,i,-4%,21%,1%,u,-40%[inhibitor],u,-1%
CCOc1ccc(Br)cc1CN(CC)CC,3%,i,8%,0%,-4%,-2%,-18%,2%,0%
Cn1nc(C(F)(F)F)c2cc(C(=O)Nc3ccc(Cl)cc3)sc21,x,i,5%,6%,9%,17%,-37%[inhibitor],-4%,-1%
Cc1cc(NCc2ccccn2)n2c(nc3ccccc32)c1C#N,-21%,i,-63%[inhibitor],u,-8%,-30%,-20%,31%[activator],0%
CCCCN1CC2=C(C1=O)C(c1ccc(O)cc1)NC(=O)N2C (stereo not given),-12%,i,2%,18%[9.22 µM],4%,9%,i,0%,0%
ON(CCc1ccccn1)Cc1ccccc1,x,i,0%,15%,-1%,-10%,i,0%,x
Cc1ccc(Nc2nc3nonc3nc2Nc2cccc(C(F)(F)F)c2)cc1Cl,-1%,x,-66%[inhibitor],-72%[inhibitor],x,u,-31%[inhibitor],u,x
COc1ccc(C(=O)N[C@H]2CCCCNC2=O)cc1OC1CCN(C(C)C)CC1,-5%,i,20%,9%,-5%,2%,9%,-24%,0%
CC(C)NC(=O)C1(C)CN(S(C)(=O)=O)CC(=O)N1CCCN1CCOCC1 (stereo not given),0%,i,-1%,15%,-5%,-12%,i,23%,x
O=C1CCC(c2ccc(-n3ccnc3)cc2)=NN1,-19%,i,-9%,2%,1%&-7%,1%,-11%,4%,x
COC(=O)c1ccc(OC)c(Cn2c(=O)n(Cc3ccccc3)c(=O)c3c2c2cc(OC)ccc2n3C)c1,6%,x,-4%,18%,x,-3%,i,7%,x
Cc1ccccc1SCC(=O)OCC(=O)N(C)c1c(N)n(Cc2ccccc2)c(=O)[nH]c1=O,5%,i,-3%,5%,-2%,14%,i,-3%,-1%
COc1ccc(-n2nc(C)cc2N)cc1,-30%,i,3%,23%,-8%,17%,-93%[inhibitor],0%,1%
Cc1ccc(Cc2c(C)nc3nc(SCC(=O)NCc4ccco4)nn3c2C)cc1,20%,i,6%,6%,0%,-23%,i,u,-3%
O=C(NC(Cc1ccccc1)C(=O)O)/C(=C/c1ccccc1)NC(=O)c1ccccc1 (stereo not given),5%,i,5%,-3%,0%,0%,i,17%,1%
Nc1ncnc2c1ncn2[C@@H]1O[C@H](C(=O)N[C@@H](CO)Cc2ccccc2)[C@@H](O)[C@H]1O,-5%,i,3%,24%,2%,4%,-2%,35%,x
CC1CCCCN1C(=O)c1cc(S(=O)(=O)N2CCOCC2)ccc1Cl (stereo not given),-7%,i,2%,11%,0%,-16%,i,5%,1%

# Arranged by value in PTHR1 ag (descending): five from the list above
SMILES,Akt phos inh,PTHR1 ag,MmCpn inh
COc1ccc(C(=O)N[C@H]2CCCCNC2=O)cc1OC1CCN(C(C)C)CC1,i,9%,0%
O=C1CCC(c2ccc(-n3ccnc3)cc2)=NN1,i,-11%,x
CCOc1ccc(Br)cc1CN(CC)CC,i,-18%,0%
CN(C)CCN(C(=O)C1CCN(S(=O)(=O)c2cccs2)CC1)c1nc2c(F)cccc2s1,i,-19%,-2%
Cc1cc(NCc2ccccn2)n2c(nc3ccccc32)c1C#N,i,-20%,0%

# Other entries
SMILES,FUS suppressor,Akt phos inh,Abeta rescue,TDP43 rescue,aSyn rescue,HEK293 tox,PTHR1 ag,GLP-1R inv ag,MmCpn inh
CC(=O)c1c(-c2ccc(C)cc2)nc2c3ccccc3ccn12,14%,i,-20%,19%,3%,17%,-12%,u,-1%
CCCCNC(=S)Nc1cccc2cnccc12,4%,i,-18%,9%,0%,-18%,-42%[inhibitor],-2%,1%
C=C(C)c1cccc(C(C)(C)NC(=O)Nc2ncccn2)c1,-4%,i,11%,-10%,-30%[inhibitor],-12%,-21%[57.5 µM],-24%,0%
O=C(CSc1ccccc1C(=O)N1CCCCC1)NCC1CCCCC1,24%,i,-2%,21%,5%,3%,i,u,1%
Cc1ccc(NC(=O)CNS(=O)(=O)c2ccc(F)cc2)cc1C,-8%,i,-13%,-4%,5%,7%,-21%,-11%,-6%
CCC(Sc1nncn2c1cc1oc(C)cc12)C(=O)Nc1ccc(F)cc1 (stereo not given),27%,x,-14%,23%,x,5%,-14%,-6%,x
COc1cc(NS(=O)(=O)c2ccc(N/C=C\C(=O)c3ccc(C)cc3)cc2)nc(OC)n1,23%,i,0%,-10%,1%,33%[activator],i,3%,x
Nc1ccc(C(=O)OCCc2ccccc2)cc1,-20%,i,-27%,26%,-4%,-6%,-54%[inhibitor],-16%,1%
Cc1ccc2ccc[n+](Cc3ccccc3)c2c1,-9%,i,-13%,-14%,-13%,4%,i,-25%,u
CCc1cc(C(=O)N/N=C/c2c(C)[nH]c3ccccc23)cs1,21%,i,-1%,5%,-11%,-9%,i,u,-4%
Cc1nn2c(=O)cc(COC(=O)c3ccccc3NC(=O)c3cccs3)nc2s1,-2%,x,1%,24%,x,3%,-7%,2%,x
COc1ccc2c(c1)c(CC(=O)Nc1c(C)cccc1C)c(C)n2C(=O)c1ccc(Cl)cc1,-15%,x,-5%,8%,x,0%,i,-16%,x
Fc1ccccc1CN(CCN1CCOCC1)C(=S)Nc1ccccc1Cl,24%,i,u,7%,2%,1%,i,u,1%
CCNC(=S)N=Nc1c(O)[nH]c2ccc([N+](=O)[O-])cc12,12%,i,-26%,-1%,-5%,u,-48%[inhibitor],u,1%
O=C(Cn1c(=O)c2cccn2c2ccc(F)cc21)Nc1cccc(F)c1,3%,x,-17%,-9%,x,2%,i,4%,x
CCOC(=O)Cc1nn(CCc2ccccn2)c(=O)c2ccccc12,-16%,i,16%[9.22 µM],24%,0%,-3%,-20%,12%,1%
O=C(NN1CCOCC1)c1cn(-c2ccccc2)nc1-c1cccs1,1%,i,5%,-20%,-3%,-23%,u,-18%,2%
CCCCCCCn1c(C)nnc1-c1cnn(C)c1N,16%,i,10%,-5%,2%,-1%,-11%,2%,1%
CCN1CCCC1CN(Cc1cc2cc(C)cc(C)c2[nH]c1=O)C(=O)Nc1ccccc1OC (stereo not given),32µM*,i,4%,-6%,-1%,-29%,i,u,-3%
Cc1ccc(NC(=O)CSc2ccc(-c3sc(-c4ccccc4)nc3C)nn2)cc1F,-8%,x,-16%,-1%,x,-15%,i,11%,x
CCOc1ccccc1C1CC(=O)NC(C)=C1C(=O)OC1CCCCCC1 (stereo not given),11%,x,-2%,15%,x,-1%,-28%,0%,x
COc1ccc(S(=O)(=O)N(Cc2ccccc2)Cc2nc(-c3ccccc3)no2)cc1,-4%,i,26%,13%,-2%,-13%,i,u,1%
COc1ccc(C)cc1NC1=C(Cl)C(=O)N(C2CCCCC2)C1=O,18%,i,-17%,17%,-13%,-11%,-9%[57.5 µM],-28%,1%
COc1ccc(C(=O)NNC2=NC(C)(C)Cc3ccccc32)cc1,x,i,10%,-7%,0%,3%,-19%,3%,-1%
CC(C)Cn1c(=O)c2ccccc2n2c(SCC(=O)N3c4ccccc4CC3C)nnc12 (stereo not given),x,i,-10%,-13%,-14%,22%,0%,6%,-1%
COCC(C)N1CCC(n2nccc2NC(=O)CCCc2ccccc2)CC1 (stereo not given),7%,i,-3%,-5%,1%,2%,i,-12%,-2%
CCCC1=Nc2cc(C(=O)NC3CCCC3)ccc2Sc2ccc(C)cc21,3%,x,-8%,29%,x,-23%,i,u,x
CCCCOCCCNC(=O)C[C@@H]1C[C@@]2(C(=O)OC)CCCCC=C2N(CCC2=CCCCC2)C1=O,u,i,17%,u,u,-18%,-93%[inhibitor],u,x

# Source: PubChem BioAssay
